# PPARg SRC-3 ag = PPARgamma agonists recruiting SRC-3 coactivator, primary screen, biochemical. Peroxisome proliferator-activated receptor gamma (Homo sapiens), P37231. biochemical PPARgamma/SRC-3 coactivator recruitment assay. activation, % at 8 µM. 200,000 tested, 0.26% active. AID 731, 2007; in the data active = activation above about 23%;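 note: 0% = DMSO and 100% = reference agonist; some compounds past the cut are filed as inactive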
# Target sequence (P37231 whole entry, looked up): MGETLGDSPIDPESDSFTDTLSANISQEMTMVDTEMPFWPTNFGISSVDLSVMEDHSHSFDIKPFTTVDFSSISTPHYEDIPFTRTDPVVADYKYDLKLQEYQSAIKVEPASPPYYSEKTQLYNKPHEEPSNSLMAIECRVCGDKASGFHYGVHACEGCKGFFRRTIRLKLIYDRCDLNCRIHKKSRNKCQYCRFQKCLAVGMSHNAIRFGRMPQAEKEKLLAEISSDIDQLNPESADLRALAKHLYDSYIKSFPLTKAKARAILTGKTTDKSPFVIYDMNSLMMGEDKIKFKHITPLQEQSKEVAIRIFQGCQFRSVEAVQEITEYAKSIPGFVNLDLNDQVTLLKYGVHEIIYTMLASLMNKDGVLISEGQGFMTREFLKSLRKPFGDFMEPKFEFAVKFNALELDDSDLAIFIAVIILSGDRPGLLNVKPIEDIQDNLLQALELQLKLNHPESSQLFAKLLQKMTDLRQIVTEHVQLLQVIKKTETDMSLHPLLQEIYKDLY
# bIAP inh = bovine intestinal alkaline phosphatase inhibitors, primary screen, selectivity assay for TNAP inhibitor project, biochemical, bovine IAP, CDP-star luminescence; alkaline phosphatase, intestinal [Bos taurus]; purified bovine IAP, 30 min; inhibition, % at 20 µM; 190,000 tested, under 10 active; AID 1019, 2008;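 active = over 50% inhibition of intestinal alkaline phosphatase at 20 µM in the single-dose screen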
#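 Assay system: bovine IAP enzyme; medium: DEA buffer 100 mM, pH 9.8, with MgCl2 1.0 mM, ZnCl2 0.02 mM; doses: 20 µM single dose; incubation: enzyme reaction for 30 min at room temperature; detection: CDP-star luminescence signal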
# ROMK mod = ROMK potassium channel modulators, primary screen, cell-based, thallium flux, MLSMR library | ATP-sensitive inward rectifier potassium channel 1 (Homo sapiens), P48048 | Tet-inducible ROMK, thallium flux fluorescence; actives lie on both sides | B-score at 10 µM | 130,000 tested, 2% active | AID 1918, 2009;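 active = signal ratio slope over the read window, or its plate-corrected B-score, at least 3 SD from the plate mean, either direction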;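 note: B-score of the F/F0 ratio slope over 7 to 12 s after thallium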
# Target sequence (P48048 whole entry, looked up): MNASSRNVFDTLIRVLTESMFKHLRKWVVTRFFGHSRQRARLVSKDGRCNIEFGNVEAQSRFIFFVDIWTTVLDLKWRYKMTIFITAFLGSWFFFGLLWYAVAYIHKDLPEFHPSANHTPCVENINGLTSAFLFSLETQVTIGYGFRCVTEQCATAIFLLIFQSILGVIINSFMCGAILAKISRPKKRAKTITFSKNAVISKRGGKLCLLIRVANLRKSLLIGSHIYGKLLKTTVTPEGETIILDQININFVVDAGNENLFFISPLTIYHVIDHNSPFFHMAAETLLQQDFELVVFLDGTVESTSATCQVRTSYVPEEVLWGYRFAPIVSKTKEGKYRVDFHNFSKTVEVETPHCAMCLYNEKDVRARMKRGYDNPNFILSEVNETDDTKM
# PPARg SRC2 recr = agonists of PPARg-SRC-2 recruitment, primary screen, biochemical, HTS; activation, % at 8 µM; Peroxisome proliferator-activated receptor gamma (Homo sapiens), P37231; PPARgamma LBD-SRC-2 recruitment; 200,000 tested, 0.34% active; in the data active = activation above about 22%;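 note: 0% = vehicle and 100% = reference agonist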
# SRC2 TRFRET art = TR-FRET signal artefacts, primary screen, artefact control for PPARgamma SRC-2 agonist project, biochemical; TR-FRET artefact counter-screen; active compounds read high; TR-FRET ratio at 8 µM; 200,000 tested, 0.4% active; AID 1049, 2008; in the data active = TR-FRET ratio above about 2000; note: inactives centre near 1500
# S1P3 antag = S1P3 receptor antagonists, primary screen, cell-based. Sphingosine 1-phosphate receptor 3 (Homo sapiens), Q99500. CHO S1P3 NFAT-BLA reporter, FRET fluorescence, antagonist mode. inhibition, % at 4.98 µM. 170,000 tested, 0.27% active. AID 485, 2006;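 active = inhibition above the plate cutoff, the mean inhibition of test wells on that plate plus 3 SD, cut at about 28% in these data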;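 note: cells challenged with S1P at its EC80 of 0.8 µM; blue over green emission ratio from cleaved BLA substrate after 4 h stimulation; 0% = S1P-stimulated wells and 100% = unstimulated DMSO-only wells; some compounds past the cut are filed as inactive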
# PPARg SRC-1 ag = PPARgamma agonists recruiting SRC-1 coactivator, primary screen, biochemical. Peroxisome proliferator-activated receptor gamma (Homo sapiens), P37231. PPARgamma-SRC-1 coactivator recruitment biochemical assay. activation, % at 8 µM. 200,000 tested, 0.41% active. AID 631, 2007; in the data active = activation above about 19%;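 note: 0% = DMSO and 100% = reference agonist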
# Efa HMGR inh = inhibitors of E. faecalis class II HMGR, primary screen, biochemical, Enterococcus faecalis; HMG-CoA reductase (Enterococcus faecalis, mvaE); purified E. faecalis HMGR, NADPH absorbance 340 nm kinetic; inhibition, % at 10 µM; 190,000 tested, 0.41% active; AID 1066, 2008;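 active = inhibition above a set limit, the median over all tested compounds plus 3 SD, cut at about 9.5% in these data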;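 note: enzyme runs in reverse so mevalonate oxidation gives rising NADPH absorbance; 0% = complete reaction with DMSO and 100% = background rate lacking mevalonate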
# Redox H2O2 prof = compounds producing H2O2 with reducing agent – biochemical, NIH compound library profiling, artefact control for MLSCN library redox annotation, primary screen; activation, % at 10 µM; AID 878, 2007; DTT-dependent redox cycling H2O2, phenol red/HRP absorbance; 100% = 100 µM peroxide control, 0% = buffer; 200,000 tested, 0.03% active;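 active = activation of at least 50% relative to the plate's high and low controls in the primary single-dose screen; inactive = activation below 50%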;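 note: compound incubated with DTT at 0.8 mM final as the reducing agent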
# RAM network inh = inhibitors of the yeast RAM network, primary screen, dse1pr::URA3 reporter, 5-FOA selection; S. cerevisiae dse1pr::URA3 reporter, 5-FOA growth OD615, 2 d; analog-sensitive cbk1-as2 kinase mutant strain; 190,000 tested, 1.8% active; inhibition, % at 50 µM;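 active = inhibition above a set limit, 3 SD over mean compound inhibition, cut at about 8.4% in these data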;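 note: 0% = DMSO-only wells with no growth and 100% = 10 µM 1-NA-PP1 full growth; inhibition rescues growth on 5-FOA so higher OD means more RAM inhibition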
# Lmaj promast = Leishmania major promastigote growth inhibition, primary screen | Leishmania major promastigotes, resazurin fluorescence viability | 200,000 tested, 9% active | inhibition, % at 10 µM | AID 1063, 2008; in the data active = inhibition above about 50%;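 note: promastigotes grown with compound for 44 hours at 28 °C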
# An asterisk follows results filed as active; nt = not tested or not shown.
structure	PPARg SRC-3 ag	bIAP inh	ROMK mod	PPARg SRC2 recr	SRC2 TRFRET art	S1P3 antag	PPARg SRC-1 ag	Efa HMGR inh	Redox H2O2 prof	RAM network inh	Lmaj promast
CCc1ccc(/C=C(/C#N)C(N)=S)cc1	8	11	nt	9	1918	-2	19	0	-0.1	-0.4	50*
O=C(CCCOc1ccc(Cl)cc1Cl)N1CCC2(CC1)OCCO2	4	6	nt	1	1356	-22	3	-2	0.3	1.9	-5
CSc1nnc([C@@H](N)Cc2ccccc2)o1	-4	10	nt	0	1544	18	-1	-2	2.6	1.6	-3
Cc1nn(Cc2ccccc2Cl)c(C)c1C(=O)NC1CCCc2ccccc21 (stereo unspecified)	-7	-33	1.3	6	1478	15	-4	-2	-0.3	0.0	43
O=Cc1cn(Cc2ccccc2F)c2ccccc12	-2	19	-1.1	-9	1359	-16	3	-5	-1.1	-0.1	20
CCOP(=O)(OCC)C1(O)C(=O)Nc2ccccc21 (stereo unspecified)	2	-1	-0.042	9	1694	-18	2	-1	-0.5	1.4	-6
COc1cc2[nH]c(=O)n(-c3ccc(C)cc3)c(=O)c2cc1OC	7	9	nt	-8	1324	nt	4	-2	1.2	1.1	1
Cc1cc(C)c(C(=O)CN2CCOCC2)c(C)c1	4	11	nt	6	1554	-24	1	-3	1.4	-0.2	-1
COc1ccc(-c2cc(-c3ccccc3)[n+](C)c(-c3ccccc3)c2)cc1	3	5	-0.82	-3	1532	-14	4	1	-0.3	3.1	100*
CCOc1ccc(Br)c(C2(O)CC(C)N(C)CC2C)c1 (stereo unspecified)	-5	-3	nt	3	1474	6	-1	-2	-0.9	0.3	83*
COc1cc(C=C2C(=O)NC(=O)NC2=O)ccc1OCc1ccc([N+](=O)[O-])cc1	4	-1	-0.00097	5	1628	-1	3	-12	-2.4	1.3	3
COc1ccccc1N(CC(=O)NC1CCCC1)C(=O)c1cnn(C(C)C)c1	-2	5	nt	5	1488	nt	1	-8	-0.2	0.5	-3
Cc1nn(Cc2ccccc2)c(Cl)c1C(=O)NC1CCCc2ccccc21 (stereo unspecified)	3	14	-0.48	8	1665	-2	-2	-5	0.2	3.3	4
O=C(CN1CC(c2ccccc2)CC1=O)Nc1ccc(F)cc1 (stereo unspecified)	3	9	nt	2	1727	-15	14	-7	-0.3	0.3	-6
O=C1/C(=C/c2ccc3c(c2)OCO3)N2CCC1CC2	4	13	nt	-3	1870	0	2	-10	0.5	2.0	-2
CCn1c(=O)cc(OCC(=O)N2CCN(Cc3ccc4c(c3)OCO4)CC2)c2ccccc21	4	4	-0.29	4	1415	-15	6	-4	2.4	1.6	-2
CCC(C)n1c(C)cc(C(N)=O)c1C (stereo unspecified)	1	-1	-0.09	14	1721	-7	2	-5	0.2	-0.4	-1
CC(C)CN1CCN(Cc2c(F)cccc2Cl)CC1CCO (stereo unspecified)	-2	-4	-0.35	-14	1502	0	1	-8	-0.1	-1.7	7
O=c1[nH]c(=O)n(Cc2ccco2)c(O)c1C=NC1CC1	-3	8	nt	-1	1528	-12	7	0	1.1	0.8	-5
N#Cc1ccc(N2CCNCC2)c(F)c1	9	2	nt	3	1648	-12	6	-3	-1.9	0.0	-8
CCN(CC)CCCN=C(C)c1c(O)n(-c2ccccc2)c(=O)[nH]c1=O	-1	-2	-0.028	2	1516	-19	-3	-10	0.4	0.8	-3
O=c1cccc2n1CC1CC2CN(C(c2cccc(F)c2)c2sc3ncnn3c2O)C1 (stereo unspecified)	0	6	nt	6	1598	-19	4	0	-1.1	-0.9	-6
COc1cc(C(=O)Nc2ccc(Br)cc2C(=O)c2ccccc2)cc(OC)c1OC	-6	10	nt	2	1453	nt	3	-1	-3.9	0.0	-5
CCC(=Nc1ccc(OC)cc1OC)c1c(O)n(C2CCCCC2)c(=O)[nH]c1=O	5	-15	-0.55	6	1559	-21	6	0	-2.7	3.7	28
CN1C(=O)C(Cc2ccc3c(c2)OCO3)C(=O)N(C)C1=O	-7	5	nt	-2	1645	2	0	3	0.9	-0.3	-5
Cc1ccc(S(=O)(=O)N(c2cc(Cl)c(O)c(Cl)c2)P(=O)(OC(C)C)OC(C)C)cc1	1	-2	0.18	-4	1463	-4	2	1	-0.6	1.0	0
c1cncc(C2CCCCN2Cc2ccc3c(c2)OCO3)c1 (stereo unspecified)	1	10	-0.8	0	1638	8	5	-4	2.2	1.0	18
CCOC(=O)C1CCN(/C=C2\C(=O)NC(=S)N(CC)C2=O)CC1	2	-21	-0.23	-5	1270	-10	-4	-6	-0.8	5.3	76*
COc1ccc(CN2C(=O)CC(=O)NC2=S)cc1	1	-10	0.28	2	1743	-17	10	-2	0.4	0.7	-7
CN(C)/C=C1/C(=O)NC(=O)N(CCNc2ncc(C(F)(F)F)cc2Cl)C1=O	-2	0	-2	2	1495	-3	6	-2	-0.5	3.8	-6

# One compound at a time, from the list above.
# `CSc1nnc([C@@H](N)Cc2ccccc2)o1` across the screens: PPARg SRC-3 ag: -4; bIAP inh: 10; ROMK mod: nt; PPARg SRC2 recr: 0; SRC2 TRFRET art: 1544; S1P3 antag: 18; PPARg SRC-1 ag: -1; Efa HMGR inh: -2; Redox H2O2 prof: 2.6; RAM network inh: 1.6; Lmaj promast: -3
# `N#Cc1ccc(N2CCNCC2)c(F)c1` across the screens: PPARg SRC-3 ag: 9; bIAP inh: 2; ROMK mod: nt; PPARg SRC2 recr: 3; SRC2 TRFRET art: 1648; S1P3 antag: -12; PPARg SRC-1 ag: 6; Efa HMGR inh: -3; Redox H2O2 prof: -1.9; RAM network inh: 0.0; Lmaj promast: -8

# Next entries follow.
structure	PPARg SRC-3 ag	bIAP inh	ROMK mod	PPARg SRC2 recr	SRC2 TRFRET art	S1P3 antag	PPARg SRC-1 ag	Efa HMGR inh	Redox H2O2 prof	RAM network inh	Lmaj promast
CCN1C(=O)C(=C2C=C(C)N(Cc3ccco3)C(C)=C2)C(=O)N(CC)C1=S	10	-17	-0.41	11	1757	-5	11	7	-0.2	3.1	12
Cc1cc(N2C(=O)C3CCCN3C2c2sccc2C)no1 (stereo unspecified)	9	-10	nt	10	1596	6	-1	0	-2.4	1.5	-5
CC(C(=O)N1CCC2(CC1)OCCO2)C1Sc2ccccc2NC1=O (stereo unspecified)	-2	-1	nt	4	1508	-52	0	-2	3.2	3.2	0
CN(C)C=C1C(=O)N(C2CCCCC2)C(=O)N(C2CCCCC2)C1=O	15	9	-1.1	0	1724	-5	9	0	-0.7	0.7	-7
O=C1NC(=O)C(=Cc2cc(Cl)ccc2OCc2ccc(C(=O)O)cc2)C(=O)N1	0	4	0.55	2	1375	-3	-3	3	0.3	0.5	94*
O=c1c2cc(Br)ccc2[nH]c(=S)n1-c1ccccc1	6	-25	0.39	7	1626	2	-3	-6	-0.1	1.5	5
CN1c2ccc([N+](=O)[O-])cc2CC2(C(=O)NC(=O)N(c3ccccc3)C2=O)C1c1ccccc1 (stereo unspecified)	0	-20	nt	-7	1504	-3	-1	1	0.6	3.5	58*
CN1C(=O)NC(=O)[C@]2(Cc3ccccc3N3CCN(c4ccccc4)CC32)C1=O (stereo partly specified)	13	6	nt	8	1636	nt	6	1	-2.4	1.6	-10
C[N+]1(C)C2CCC1CC(OC(=O)C(CO)c1ccccc1)C2 (stereo unspecified)	1	5	0.21	-6	1750	1	9	-2	4.7	0.4	-7
CCOC(=O)Cn1cc([N+](=O)[O-])nc1[N+](=O)[O-]	1	-1	0.15	13	1643	nt	5	0	-4.7	0.9	99*
CC(C)C12CN3CCN(CC(C3)C1O)C2 (stereo unspecified)	-6	9	0.089	-1	1532	4	2	-6	0.5	1.3	3
COCC(C)OC(=O)c1c(N)n(Cc2ccco2)c2nc3ccccc3nc12 (stereo unspecified)	-7	-8	-0.57	0	1713	nt	10	0	-0.7	0.1	95*
O=C(Cc1ccccc1)N1CCN(C/C=C/c2ccccc2)CC1	15	4	-1.6	6	1531	-1	5	-4	0.0	0.1	28
CC(=O)c1cn(CCCOc2ccccc2)c2ccccc12	5	4	-2.2	5	1777	4	4	-1	0.1	1.6	14
COc1ccc(N2C(=O)CC(N3CC=C(c4ccccc4)CC3)C2=O)cc1 (stereo unspecified)	5	6	nt	-3	1488	12	3	-3	0.0	0.7	-9
CC1CN=C(Nc2ccc(N(C)C)cc2)S1 (stereo unspecified)	13	10	-0.13	13	1589	nt	9	-8	-0.4	2.7	15
O=c1[nH]c(=O)n(-c2cccc(Cl)c2)c(O)c1C=NCCN1CCCCC1	0	37	0.26	-1	1417	nt	0	-1	-1.5	0.3	-1
COCCCn1c(-c2ccc(OC)cc2)cc(C(=O)NC2CCCCCCC2)c1C	6	-4	nt	4	1701	-6	9	-10	0.3	11*	98*
CCOC(=O)C1C2NC(=O)N(Cc3ccccc3)C1(C)Oc1c(OC)cccc12 (stereo unspecified)	-1	3	nt	12	1645	-8	-1	1	3.3	-1.1	0
Cc1ccc(N(C)C(=O)Oc2cccc3cccnc23)cc1	-3	5	nt	4	1457	-39	0	-2	-0.3	1.1	-4
c1ccc2[nH]c(CCNC3CCCCC3)nc2c1	-8	-120	nt	0	1363	-9	-4	-5	2.6	0.8	9
O=[N+]([O-])c1ccc(N2CCNCC2)c2ncccc12	9	nt	nt	2	1770	nt	2	1	-7.1	0.9	-4
CCc1cc2c(s1)NC(=O)CN=C2c1cccs1	2	2	nt	-1	1540	-17	5	-4	-1.9	1.2	-1
N#CCCn1cc(C(=O)NCc2ccccc2)c(-c2ccccc2)n1	2	4	-0.27	7	1571	-18	-1	-4	-3.2	0.1	-4
CCC(=O)O[C@@H]1[C@@H](OC(C)=O)[C@@]2(O)C(C[C@H](O)C2(C)C)[C@](C)(O)[C@H]2CC[C@@H]3[C@@H](O)[C@]12C[C@@]3(C)O (stereo partly specified)	-1	6	0.47	3	1361	8	2	-5	0.7	0.5	-8
Fc1ccc(CCNCc2ccc(Cl)c(Cl)c2)cc1	-3	21	-0.039	8	1354	nt	-3	1	-7.9	1.6	0
c1ccc2sc(C3CCCNC3)nc2c1 (stereo unspecified)	-5	0	nt	-5	1255	nt	-9	-4	0.5	2.4	32

# A portion of the library; the hit share may differ from the screen's.
